From PubChem
CHRM5 agonist = human M5 muscarinic receptor agonists, primary screen, CHO-K1 cells, Fluo-8 calcium fluorescence. CHO-K1 hM5 cells; 0% DMSO wells, 100% maximal acetylcholine response. hit rate 0.19% among 360,000. activation, % at 3 µM. AID 624037, 2012;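 active = activation above the run's mean over test compounds plus 3 SD, cut at about 23% in these data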;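 also: signal is peak over basal fluorescence ratio across the kinetic read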
CHRM4 agonist = human M4 muscarinic receptor agonists, primary screen, CHO-K1 cells, Fluo-8 calcium fluorescence; Muscarinic acetylcholine receptor M4 (Homo sapiens), P08173; CHO-K1 hM4/Gqi5; vehicle 0%, full acetylcholine response 100%; activation, % at 3 µM; hit rate 0.14% among 360,000; AID 624127, 2012;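 active = activation above the run mean over all test wells plus 3 SD, cut at about 32% in these data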;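 also: peak over basal fluorescence ratio per well then scaled between controls; 0% = DMSO wells and 100% = acetylcholine at EC100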
M5 PAM = human M5 muscarinic receptor positive allosteric modulators, primary screen, CHO-K1 cells, Fluo-8 calcium fluorescence; hit rate 0.3% among 360,000; Muscarinic acetylcholine receptor M5 (Homo sapiens), P08912; AID 624038, 2012; CHO-K1 hM5, ACh EC20 PAM; 0% = ACh EC20, 100% = ACh EC100; activation, % at 3 µM;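 active = activation above the run cutoff, the mean activation of all test compounds plus 3 SD, cut at about 18% in these data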
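Replicates: One well per compound, no replicates | System: Human M5 receptor in CHO-K1 cells | Benchmarks: Low control EC20 acetylcholine (0%), high control EC100 acetylcholine (100%) | Probe or stimulus: Acetylcholine, EC20 level | Times: Fluo-8 loading 80 min at 37 °C plus 30 min room temperature | Signal: Intracellular calcium via Fluo-8 fluorescence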
M5 antag = human M5 muscarinic receptor antagonists, primary screen, CHO cells, Fluo-8 calcium fluorescence. Muscarinic acetylcholine receptor M5 (Homo sapiens), P08912. CHO-hM5 cells, ACh EC80. inhibition, % at 3 µM. hit rate 0.59% among 360,000;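 active = inhibition above a per-plate cutoff, the mean of that plate's test compounds plus 3 SD, cut at about 27% in these data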;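 also: 0% = acetylcholine EC80 with DMSO and 100% = DMSO without agonist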
CHRM4 antagonist = human M4 muscarinic receptor antagonists, primary screen, CHO cells, Fluo-8 calcium fluorescence; CHO-hM4 cells, ACh EC80; inhibition, % at 3 µM; hit rate 0.73% among 360,000; AID 624125, 2012;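 active = inhibition above its plate's cutoff, the mean inhibition of sample wells plus 3 SD, cut at about 27% in these data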;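 also: 0% = acetylcholine EC80 with DMSO and 100% = DMSO without agonist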
CHRM1 PAM = human M1 muscarinic receptor positive allosteric modulators, primary screen, CHO-K1 cells, Fluo-8 calcium fluorescence, 1536-well. CHO-K1 hM1, ACh EC20; 0% = ACh EC20, 100% = maximal ACh. AID 588819, 2011. activation, % at 3 µM. Muscarinic acetylcholine receptor M1 (Homo sapiens), P11229. hit rate 0.088% among 360,000; in the data active = activation above about 19%, passing the limit was not always enough
Target sequence (P11229 whole entry, looked up): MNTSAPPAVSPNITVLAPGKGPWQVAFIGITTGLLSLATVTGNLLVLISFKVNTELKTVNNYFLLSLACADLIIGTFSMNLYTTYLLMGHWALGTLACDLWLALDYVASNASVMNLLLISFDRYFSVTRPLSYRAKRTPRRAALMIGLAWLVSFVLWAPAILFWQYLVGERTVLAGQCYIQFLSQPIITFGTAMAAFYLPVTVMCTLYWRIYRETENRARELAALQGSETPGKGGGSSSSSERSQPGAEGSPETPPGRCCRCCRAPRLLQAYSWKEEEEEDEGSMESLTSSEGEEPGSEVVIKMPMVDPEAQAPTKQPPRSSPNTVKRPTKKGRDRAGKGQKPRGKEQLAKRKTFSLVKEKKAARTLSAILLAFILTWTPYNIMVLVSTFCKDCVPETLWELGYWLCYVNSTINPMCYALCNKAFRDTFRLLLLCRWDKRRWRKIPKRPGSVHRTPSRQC
TAAR1 ag = human TAAR1 agonists, primary screen, Fluo-8 calcium fluorescence, CHO RD-HGA16 cells; vehicle wells 0%, saturating PEA agonist 100%; Trace amine-associated receptor 1 (Homo sapiens), Q96RJ0; hit rate 0.99% among 360,000; AID 624467, 2012; activation, % at 3 µM;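 active = activation above the mean activation of all test compounds in the run plus 3 SD, cut at about 38% in these data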
Target sequence (Q96RJ0 whole entry, looked up): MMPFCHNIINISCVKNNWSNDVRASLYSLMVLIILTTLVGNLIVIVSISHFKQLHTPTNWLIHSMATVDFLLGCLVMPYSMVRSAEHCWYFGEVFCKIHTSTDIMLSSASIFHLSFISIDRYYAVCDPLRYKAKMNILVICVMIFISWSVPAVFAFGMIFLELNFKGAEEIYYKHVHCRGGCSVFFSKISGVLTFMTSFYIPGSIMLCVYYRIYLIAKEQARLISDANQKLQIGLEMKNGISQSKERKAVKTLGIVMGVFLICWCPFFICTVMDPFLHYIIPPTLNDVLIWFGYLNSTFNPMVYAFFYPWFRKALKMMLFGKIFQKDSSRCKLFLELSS
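Benchmarks: low control DMSO, high control PEA (EC100); System: CHO RD-HGA16 cells carrying human TAAR1 plus Gα16; Detection: Fluo-8 fluorescence, 5 s baseline then 140 s kinetic read; Schedule: 17-24 h plating, Fluo-8 75 min 37 °C, 30 min RT; Read-out basis: % activation from peak over basal fluorescence ratio, DMSO-to-PEA scaled.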
M1 antag = human M1 muscarinic receptor antagonists, primary screen, CHO-K1 cells, Fluo-8 calcium fluorescence, 1536-well. CHO-K1 hM1, ACh EC80 antagonist. Muscarinic acetylcholine receptor M1 (Homo sapiens), P11229. hit rate 1.3% among 360,000. inhibition, % at 3 µM. AID 588852, 2011;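 active = percent inhibition above its own plate's cutoff, namely the mean of that plate's compound wells plus 3 SD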;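 also: peak over basal fluorescence ratio during 140 s after agonist addition; 0% = ACh EC80 plus DMSO and 100% = DMSO alone without agonist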
M1 ag = human M1 muscarinic receptor agonists, primary screen, Fluo-8 calcium fluorescence, CHO-K1 cells, HTS; hit rate 0.33% among 360,000; CHO-K1 hM1, agonist mode; 0% DMSO, 100% acetylcholine EC100; Muscarinic acetylcholine receptor M1 (Homo sapiens), P11229; AID 588814, 2011; activation, % at 3 µM;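 active = activation above the run's mean compound activation plus 3 SD, cut at about 16% in these data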;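 also: peak over basal fluorescence ratio within a 140 s kinetic read after compound addition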
* = called active by the depositor; x = not tested or not shown.

Results follow in this order: CHRM5 agonist, CHRM4 agonist, M5 PAM, M5 antag, CHRM4 antagonist, CHRM1 PAM, TAAR1 ag, M1 antag, M1 ag
Cc1ccc(C(=O)Oc2oc(-c3ccco3)nc2C=Nc2ccc(Cl)cc2)cc1
  -8, -1, 1, 14, 9, -2, -1, 7, -5
COC(=O)c1ccc(NC(=O)CCS(=O)(=O)c2ccc(Br)s2)cc1
  -2, 6, -6, 4, -8, 10, 4, -20, -2
O=[N+]([O-])c1ccc(N2CCN(CCOCCO)CC2)c([N+](=O)[O-])c1
  -7, 1, 10, 7, -4, 8, 3, -3, -14
Cc1ccccc1NC1c2ccccc2C(=O)N1Cc1ccco1 (centres undefined)
  -4, 1, -2, 1, 12, -2, -1, -9, -12
CC(C)CCn1nnnc1C(c1ccccc1F)N1CCC(C(N)=O)CC1 (centres undefined)
  -4, 1, -7, 6, 1, 3, 10, -5, -3
Cc1ccc(C)c(NC(=O)CN(C)C(=O)c2cc3ccccc3oc2=O)c1
  -1, 1, -2, 11, 10, 5, 2, -9, -3
Cc1ccc(NC(=O)N2CCCC2C(=O)Nc2ccc(-n3cnnn3)c(C)c2)cc1 (centres undefined)
  -7, 1, 4, -3, -19, 4, 18, -25, -3
Cc1c(OCC(=O)NCc2cccnc2)ccc2c3c(c(=O)oc12)CCCC3
  -1, 1, 4, -2, -8, -4, 3, 3, -2
CC(C)=NNc1nc(-c2ccccc2)cs1
  -1, 0, -3, 7, -7, 12, 0, -10, -3
C=CCOc1c(/C=N\NC(N)=O)cccc1OC
  1, 0, -1, 8, 4, 3, 8, -5, -2
Cc1nc2ccc(S(=O)(=O)NCC(=O)N3CCCC(C)C3)cc2s1 (centres undefined)
  1, 1, 1, 2, 23, 0, -2, -3, -3
COC(=O)c1ccccc1NC(=O)C1CCN(c2ncnc3c2nc2n3CCCCC2)CC1
  -2, 1, -4, 10, -6, 14, 0, -9, -2
Cc1ccc(-c2nnc(SCC(=O)NC3CCCC3)n2C)cc1
  -4, 4, 5, -1, -25, 5, -2, -11, -12
S=C(N/N=C/c1ccccc1Cl)Nc1ccccc1
  1, -2, -1, 4, -5, 7, 2, -8, -3
C=CCn1c(-c2cccn(Cc3ccc(Cl)cc3Cl)c2=O)n[nH]c1=S
  2, 3, 0, 0, -6, 14, 6, -12, -1
CC(C)(C)c1ccc(OCC(O)CS(=O)(=O)c2ccccn2)cc1 (centres undefined)
  3, 13, -2, -8, -11, 4, 11, -6, -3
Nc1ccc(C(=O)c2cccs2)cc1[N+](=O)[O-]
  -6, 6, 6, 0, 2, -3, -1, 15, -4
O=C(NCc1ccccc1)c1ccco1
  -1, 0, 1, 2, 14, 1, 5, -3, -4
CC(=O)Nc1sc2c(c1C#N)CCCCC2
  -3, 1, 1, 0, -11, 11, 5, -14, -6
O=C(O)c1cc(/C=C/c2ccc(N3CCOCC3)cc2)nc2ccccc12
  1, 3, 1, 19, 4, -2, 1, 6, -2
Nc1ccn([C@@H]2O[C@H](C(=O)N3CCCN(Cc4cccs4)CC3)[C@@H](O)[C@H]2O)c(=O)n1
  1, 1, 0, -4, -15, -9, 1, 4, -3
N#C/C(=C\c1ccc(-c2cccc(C(F)(F)F)c2)o1)C(=O)Nn1cnnc1
  1, 1, 1, 10, 17, -1, -2, 9, -1
CCOC(=O)C1=C(COC(=O)CNC(=O)c2ccccc2F)NC(=O)NC1C (centres undefined)
  1, 2, -5, 4, 3, 7, 3, -23, 1
CSc1ncccc1C(=O)OCc1c(F)cccc1Cl
  -5, 0, -1, 4, -13, 4, 7, -5, -7
CC1CCN(S(=O)(=O)c2cccc(S(=O)(=O)N3CCOCC3)c2)CC1
  2, 3, -2, 0, 15, -2, 6, 6, -3
CC(C)[C@H](NC(=O)c1ccc(Cl)cc1Cl)C(=O)NNC(=O)c1ccco1
  1, 1, 4, 6, -10, -1, 3, -10, -3
CC(C(=O)NCCS(=O)(=O)c1ccc(Cl)cc1)S(=O)(=O)c1ccccc1 (centres undefined)
  0, 1, 0, -2, -12, 6, 7, 3, -2
O=C(NCc1ccc(Cl)cc1)c1ccc2ccccc2n1
  -1, 2, -2, 5, 2, 0, 2, 2, -6
OC(CCc1ccncc1)c1ccccc1 (centres undefined)
  3, 1, -1, 4, 6, 8, 10, -4, -2
O=C1C2CC=C(Cl)CC2C(=O)N1CC1Cc2ccccc2CO1 (centres undefined)
  1, 2, -3, -1, -2, 2, x, -13, -4
CCOC(=O)Cn1nnnc1CN1CCN(c2ccc(OC)cc2)CC1
  -2, 1, -2, 2, -1, 10, 3, -5, -6
CC(C)Cc1nnc(NC(=O)CN2C(=O)c3ccccc3C2=O)s1
  -1, 3, 3, -8, -4, 18, 8, -17, -2
COc1ccc(CC(=O)Nc2ccc(NC(=O)c3ccccc3F)cc2)cc1
  -2, 1, 1, -1, -5, 4, 109*, 1, 27*
COC(=O)c1c(NC(=O)C2COc3ccccc3O2)sc2c1CCN(C(C)=O)C2 (centres undefined)
  -2, 6, -9, 8, -3, -5, 5, 8, -6
CC(C)c1ccc(N2CCN(C(=O)c3ccccc3NC(=O)/C=C\C(=O)O)CC2)cc1
  6, 11, -17, 19, 9, -7, 9, -1, 6
COc1cccc(-n2c(SCC(N)=O)nnc2-c2c[nH]c3ccccc23)c1
  2, 16, -7, -2, -13, 0, 0, 1, -5
CC12CCC(C(=O)N3CCN(Cc4ccccc4)CC3)(OC1=O)C2(C)C (centres undefined)
  5, 1, 5, -7, -6, 9, 8, -16, -1
O=C(Cc1ccc([N+](=O)[O-])cc1)Nc1ccon1
  -2, 0, -1, 8, 1, 6, 5, -10, 0
CN1C(=S)SC(/[N+]([O-])=C\c2ccccc2F)C1(C)C (centres undefined)
  -5, 6, -3, 16, -12, 2, 11, -12, -4
Cc1ccc(/C=N/N=C2/NC(=O)C(CC(=O)N3CCOCC3)S2)cc1 (centres undefined)
  1, 0, -5, 5, 2, 2, 0, -7, -4
O=S(Cc1ccc(Cl)cc1)CC(O)COCc1ccc(Cl)cc1 (centres undefined)
  3, 4, 0, 2, -5, 4, -1, -5, -4
COc1ccc(C2CC(=O)C=C(O)C2)cc1 (centres undefined)
  1, 0, 6, -12, 0, 9, 8, -5, -5
O=C(Cc1ccc(S(=O)(=O)N2CCOCC2)s1)N(Cc1ccccc1)c1ccccc1
  -4, 13, -10, 3, 10, 0, 2, 3, -4
CCOC(=O)c1ccc(NC(=O)CSc2nc3cccnc3n2C)cc1
  4, 6, -3, 9, 6, -8, 19, 19, 0
COc1ccc(-c2ccc(CCC(=O)O)n2-c2ccc(O)cc2)cc1
  5, 3, -7, 6, -5, -1, 1, -4, -3
CC(C)(C)c1cc(NS(=O)(=O)c2cccs2)no1
  5, 0, -2, 4, 6, 3, 4, -3, -1
Cc1ccnc(NS(=O)(=O)c2ccc(NC(=O)Cc3ccccc3)cc2)n1
  0, 0, 0, 3, 1, 0, 3, 4, -4
CC(C)NC(=O)COc1cccc2ccccc12
  -4, 1, 8, -1, 1, -3, 1, 3, -10
CCn1ncc(C2=NOC(C(=O)Nc3ccc(C)cc3)C2)c1C (centres undefined)
  1, 6, -13, 5, -1, 8, 20, -11, 2
CCOc1cc(C)c(C(C)C)cc1S(=O)(=O)N1CC(C)OC(C)C1 (centres undefined)
  -5, -1, -1, 5, -2, 0, 7, -28, -10
COc1cccc(/C=N/NC(=O)CNC(=O)CCc2ccccc2)c1O
  -4, 1, -3, 7, -15, 13, 0, -14, -2
FC(F)(F)c1cccc(Nc2nc(N3CCCC3)nc(N3CCCC3)n2)c1
  -1, 0, 0, -3, -2, 7, 6, -8, -4
O/N=C(\Cn1ccnc1)c1ccccc1
  -1, 0, 3, 7, 4, 5, 37, -6, -2
CCc1ccccc1NC(=O)c1ccc2snnc2c1
  -5, 0, -1, 11, -3, 10, 4, -17, -2
N/C(Cc1cccc2ccccc12)=N\OC(=O)c1ccccc1F
  -5, 0, 0, 0, -5, 9, 70*, -10, -3
Cc1ccc(-n2nc3c(=O)n(CCCC(=O)NCc4ccccc4C)nc(C)c3c2C)cc1
  -8, 1, -7, 6, -12, -6, -2, -4, -5
CCN(C(=O)CSc1ncn[nH]1)c1c(N)n(Cc2ccccc2)c(=O)[nH]c1=O
  -3, 1, 3, -8, 2, 16, 0, -10, 0
CNc1nc(C23CC4CC(CC(C4)C2)C3)cs1
  -1, 0, -1, 4, -8, 0, 12, -2, -5
CCN(CC)C(=O)c1csc(Nc2cccc3ccccc23)n1
  -7, 0, -7, 6, -3, 4, 17, -11, -4

One compound at a time (already shown):
`CCOc1cc(C)c(C(C)C)cc1S(=O)(=O)N1CC(C)OC(C)C1` (centres undefined) is listed as CHRM5 agonist: -5; CHRM4 agonist: -1; M5 PAM: -1; M5 antag: 5; CHRM4 antagonist: -2; CHRM1 PAM: 0; TAAR1 ag: 7; M1 antag: -28; M1 ag: -10
`O/N=C(\Cn1ccnc1)c1ccccc1` is listed as CHRM5 agonist: -1; CHRM4 agonist: 0; M5 PAM: 3; M5 antag: 7; CHRM4 antagonist: 4; CHRM1 PAM: 5; TAAR1 ag: 37; M1 antag: -6; M1 ag: -2

An excerpt; count on the stated rates, not on these rows.
